OX1R antag-1 – OX1R (HCRTR1) antagonists, primary screen, fluorescence, CHO/OX1R cells, Fluo-8 calcium, orexin A; AID 434989, 2010; Orexin/Hypocretin receptor type 1 (Homo sapiens), O43613; 330,000 compounds, 0.43% hits; inhibition, % at 5 µM; Fluo-8 calcium fluorescence;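 active means inhibition above its plate's threshold, mean inhibition of all tested compounds on the plate plus 3 SD, cut at about 37% in these data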;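 further: 0% = orexin A challenge wells and 100% = SB-334867-A antagonist wells; not every result past the cut was called active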
Target sequence (O43613 whole entry, looked up): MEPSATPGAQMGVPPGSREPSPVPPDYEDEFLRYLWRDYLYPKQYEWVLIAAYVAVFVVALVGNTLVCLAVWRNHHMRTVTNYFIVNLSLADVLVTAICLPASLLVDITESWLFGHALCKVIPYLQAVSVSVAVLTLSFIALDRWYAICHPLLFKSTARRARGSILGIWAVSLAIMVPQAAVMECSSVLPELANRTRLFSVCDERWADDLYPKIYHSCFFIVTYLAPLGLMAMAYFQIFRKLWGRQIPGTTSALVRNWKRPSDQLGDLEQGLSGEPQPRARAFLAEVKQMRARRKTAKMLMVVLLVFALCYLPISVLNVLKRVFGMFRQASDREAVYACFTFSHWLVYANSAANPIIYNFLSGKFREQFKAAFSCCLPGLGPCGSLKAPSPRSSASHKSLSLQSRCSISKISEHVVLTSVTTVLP
OX1R antag-2 – antagonists of human orexin 1 receptor (OX1R) | 330,000 compounds, 1.8% hits | OX1R-expressing cells, FRET antagonist read-out | inhibition, % at 6.6 µM | Orexin/Hypocretin receptor type 1 (Homo sapiens), O43613 | AID 485270, 2010; in the data active means inhibition mostly above about 38%, no sharp cut-off; inactive means mostly below about 40%;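 further: 0% = agonist challenge alone and 100% = reference antagonist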
STK33 kinase inh – inhibitors of purified STK33 kinase, primary screen, biochemical, ADP-Glo luminescence, homogeneous, cell-free; inhibition, % at 10 µM; MBP phosphorylation; 320,000 compounds, 0.073% hits;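 active means inhibition at or above 25%, using the most active replicate where run in duplicate; inactive means inhibition below 25%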
Target sequence (Q9BYT3 whole entry, looked up): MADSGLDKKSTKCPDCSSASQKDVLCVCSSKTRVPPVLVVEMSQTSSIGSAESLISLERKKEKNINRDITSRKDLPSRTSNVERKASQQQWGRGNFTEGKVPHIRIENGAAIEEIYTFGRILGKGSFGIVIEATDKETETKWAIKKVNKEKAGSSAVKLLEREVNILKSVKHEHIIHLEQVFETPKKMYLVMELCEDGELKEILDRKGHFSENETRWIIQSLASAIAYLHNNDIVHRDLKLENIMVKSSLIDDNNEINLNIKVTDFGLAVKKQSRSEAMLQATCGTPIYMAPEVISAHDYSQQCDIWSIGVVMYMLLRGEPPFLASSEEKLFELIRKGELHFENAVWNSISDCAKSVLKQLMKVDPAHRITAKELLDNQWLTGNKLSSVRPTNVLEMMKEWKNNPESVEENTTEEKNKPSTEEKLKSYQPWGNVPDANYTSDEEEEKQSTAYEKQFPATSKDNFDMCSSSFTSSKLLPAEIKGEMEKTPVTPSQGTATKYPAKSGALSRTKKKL
The depositor's hits bear a star; . = no result given. No enrichment for hits; 2.2% or so of the library scored in one or more.

SMILES	OX1R antag-1	OX1R antag-2	STK33 kinase inh
CC1(C)SC2c3ccccc3C(=O)N2[C@@H]1C(=O)NC1CC1 (stereo not given in full)	-18	11	-2.4
O=C(CN1C(=O)COc2ccc(S(=O)(=O)N3CCCCC3)cc21)NCc1ccc(Cl)cc1	-17	11	0.6
CC1=NNC(=O)C1CC(=O)N/N=C(/C)c1cccc([N+](=O)[O-])c1 (stereo not given)	-3	31	0.2
CCc1ccc(NC(=O)C(=O)NCC2CCCO2)cc1 (stereo not given)	4	1	-1.5
Cc1ccc([C@@H]2CC=C(C(=O)O)CN2S(=O)(=O)c2ccc(C)cc2)cc1	-12	12	-2.5
COc1cccc(C(C(=O)NC2CCCC2)N(C(=O)c2ccco2)c2ccccc2)c1OC (stereo not given)	-26	19	-2.6
CCOc1ccc2nc(SC3CC(=O)N(c4ccccc4)C3=O)sc2c1 (stereo not given)	-29	10	-0.6
CCCC(CCC)=NNc1ccc(S(=O)(=O)Nc2ccccc2OC)cc1[N+](=O)[O-]	-17	7	0.1
CCOc1ccc(NC(=O)N2CC=C(n3c(=O)[nH]c4ccccc43)CC2)cc1	-32	15	-0.3
COc1cc2cc(CN(C(=O)Nc3ccccc3)C3CCCC3)c(=O)[nH]c2cc1OC	-33	8	-0.6
O=C1C=CCCC1	-22	3	-0.3
CC(C)C(=O)NNC(=O)c1csc(-c2cccs2)n1	8	24	-1.9
O=C(Nc1cccnc1)c1cccc(S(=O)(=O)N2CCOCC2)c1	-9	10	-0.7
C=C(C)C1Cc2c(C)nn(-c3ccccn3)c2C1 (stereo not given)	-10	13	-4.4
CC(=O)C1=C(C)NC(SCC(=O)c2ccc(F)cc2)=C(C#N)C1c1ccco1 (stereo not given)	-11	8	-0.2
Cc1cc(NC(=O)CSc2ccc3c(c2)OCCO3)no1	-21	25	-0.9
COc1cc(/C=N/n2cnn(Cc3ccccc3Cl)c2=S)cc(OC)c1OC	-26	10	0.1
CCOC(=O)CCc1c(C)n[nH]c1C	-4	12	0.5
O=C(/C=C/c1cccs1)N1CCC2(CC1)Oc1ccc(F)cc1C(=O)C21CC(c2ccccc2)=NO1 (stereo not given)	-29	24	-1.0
OC(CNCc1cccc(Cl)c1)c1ccccc1 (stereo not given)	-17	-2	-3.1
CC(=O)Nc1ccc(NC(=O)Cn2cnc3c(nnn3Cc3ccc(F)cc3)c2=O)cc1	-5	12	-1.0
N[C@@H](CCC(=O)N[C@@H](CSN=O)C(=O)NCC(=O)O)C(=O)O	-16	20	0.8
O=C(COC(=O)c1cc(=O)[nH]c(=O)[nH]1)Nc1ccccc1F	2	2	-1.3
CCOC(=O)c1nn(-c2cccc(OC)c2)c2nc(Nc3ccccc3)cc(=O)n12	-5	14	0.9
O=c1c(-c2ccc([N+](=O)[O-])cc2)coc2c(O)c(O)ccc12	-11	9	-0.7

In a second layout: 20 of the compounds above.
| molecule | OX1R antag-1 | OX1R antag-2 | STK33 kinase inh |
| --- | --- | --- | --- |
| COc1cccc(C(C(=O)NC2CCCC2)N(C(=O)c2ccco2)c2ccccc2)c1OC (stereo not given) | -26 | 19 | -2.6 |
| CCOc1ccc2nc(SC3CC(=O)N(c4ccccc4)C3=O)sc2c1 (stereo not given) | -29 | 10 | -0.6 |
| CCCC(CCC)=NNc1ccc(S(=O)(=O)Nc2ccccc2OC)cc1[N+](=O)[O-] | -17 | 7 | 0.1 |
| CCOc1ccc(NC(=O)N2CC=C(n3c(=O)[nH]c4ccccc43)CC2)cc1 | -32 | 15 | -0.3 |
| COc1cc2cc(CN(C(=O)Nc3ccccc3)C3CCCC3)c(=O)[nH]c2cc1OC | -33 | 8 | -0.6 |
| O=C1C=CCCC1 | -22 | 3 | -0.3 |
| CC(C)C(=O)NNC(=O)c1csc(-c2cccs2)n1 | 8 | 24 | -1.9 |
| O=C(Nc1cccnc1)c1cccc(S(=O)(=O)N2CCOCC2)c1 | -9 | 10 | -0.7 |
| C=C(C)C1Cc2c(C)nn(-c3ccccn3)c2C1 (stereo not given) | -10 | 13 | -4.4 |
| CC(=O)C1=C(C)NC(SCC(=O)c2ccc(F)cc2)=C(C#N)C1c1ccco1 (stereo not given) | -11 | 8 | -0.2 |
| Cc1cc(NC(=O)CSc2ccc3c(c2)OCCO3)no1 | -21 | 25 | -0.9 |
| COc1cc(/C=N/n2cnn(Cc3ccccc3Cl)c2=S)cc(OC)c1OC | -26 | 10 | 0.1 |
| CCOC(=O)CCc1c(C)n[nH]c1C | -4 | 12 | 0.5 |
| O=C(/C=C/c1cccs1)N1CCC2(CC1)Oc1ccc(F)cc1C(=O)C21CC(c2ccccc2)=NO1 (stereo not given) | -29 | 24 | -1.0 |
| OC(CNCc1cccc(Cl)c1)c1ccccc1 (stereo not given) | -17 | -2 | -3.1 |
| CC(=O)Nc1ccc(NC(=O)Cn2cnc3c(nnn3Cc3ccc(F)cc3)c2=O)cc1 | -5 | 12 | -1.0 |
| N[C@@H](CCC(=O)N[C@@H](CSN=O)C(=O)NCC(=O)O)C(=O)O | -16 | 20 | 0.8 |
| O=C(COC(=O)c1cc(=O)[nH]c(=O)[nH]1)Nc1ccccc1F | 2 | 2 | -1.3 |
| CCOC(=O)c1nn(-c2cccc(OC)c2)c2nc(Nc3ccccc3)cc(=O)n12 | -5 | 14 | 0.9 |
| O=c1c(-c2ccc([N+](=O)[O-])cc2)coc2c(O)c(O)ccc12 | -11 | 9 | -0.7 |

Following part:
SMILES	OX1R antag-1	OX1R antag-2	STK33 kinase inh
Cc1ccc(C(=O)/C=C/NNC(=O)c2ccccc2O)cc1	-19	19	-1.2
Cc1ccc(CNS(=O)(=O)c2c(C)nc3scc(C)n3c2=O)cc1	6	3	-0.7
CCC(=O)Nc1cc(C(=O)OCC(=O)c2ccccc2)ccc1C	-10	11	-1.9
Cc1ccc(/C=C2/N=C(c3ccccc3)NNC2=O)cc1	-20	10	-8.3
CC(C)n1c(SCC(=O)Nc2ccccc2N2CCCCC2)nc2c1c(=O)n(C)c(=O)n2C	-30	-3	-0.1
O=C(c1ccc(OCC2CCCO2)cc1)N1CCc2ccccc2C1 (stereo not given)	-17	8	-1.2
O=C(CN1CCOc2ccccc21)NCc1ccco1	-2	10	-1.5
O=C(COC(=O)CC1CCCC1)Nc1cc2c(cc1Cl)C(=O)c1ccccc1C2=O	-18	13	-0.9
CC(=O)NCC(=O)OCC(=O)c1ccc(Br)cc1	-17	16	-1.1
COC(=O)/C(=C/c1ccco1)NC(=O)c1ccc(Br)o1	-15	4	0.1
O=C(COc1ccccc1[N+](=O)[O-])NC1CC1	4	16	-1.3
NC(=O)Cc1ccc(C(=O)c2ccccc2F)s1	-7	14	-1.8
O=C(O)c1c2c(nc3ccccc13)/C(=C/c1ccc(O)cc1)CC2	4	10	.
Cc1ccc(CNC(=O)/C=C/c2ccccc2Cl)cc1	-6	16	0.2
COc1cc(OC)cc(C(=O)Nc2cccc(-c3ccc4nncn4n3)c2)c1	-2	15	-1.4
COC(=O)c1cn(NC(=O)Cc2ccccc2OC)c(=O)c2ccccc12	-23	35	-0.2
CC1=NN(c2nc(-c3ccccc3)cs2)C(=O)C1	-19	-36	-1.5
CCCCc1nc2sc3c(c2c(=O)n1NC(=O)c1ccco1)CC(C)(C)OC3	-25	13	-0.1
O=[N+]([O-])c1ccc(N=Nc2c(O)[nH]c3ccc(F)cc23)cc1	-11	-4	-1.5
CCOC(=O)/C=C1\SCC(=O)N1CC(=O)NC(C)C	-1	23	-0.7
COCC(C)NC(=O)CSc1nc(-c2ccccc2)c(-c2ccccc2)o1 (stereo not given)	-15	12	-3.6
CCCCC(CC)CNC(=O)CCCCn1c(=O)[nH]c2ccsc2c1=O (stereo not given)	-32	11	0.6
Nc1nncn1C(=O)CCCOc1ccccc1	-4	21	-1.0
FC(F)(F)c1cnc(-c2cnc(-c3ccncc3)nc2)c(Cl)c1	-21	14	0.5
Cc1cccc(NC(=S)N2CCN(Cc3ccccc3)CC2)c1C	-7	4	0.2
New compounds follow:
SMILES	OX1R antag-1	OX1R antag-2	STK33 kinase inh
COc1ccc(C2(O)CCN(CCCCOc3ccccc3)CC2)cc1	3	15	1.0
COc1ccc(NC(=O)CSCC(=O)OCc2cccc(OC)c2OC)cc1	-12	15	0.1
O=C(NCCCN1CCOCC1)c1ccc(NS(=O)(=O)c2ccccc2)cc1	14	3	-1.6
COc1cccc(F)c1C(=O)NC(=O)Nc1ccc2nc(C)oc2c1	-2	19	-0.4
COc1ccc(C2CC(O)(C(C)(C)O)NO2)cc1 (stereo not given)	6	13	-0.8
Cc1c(C(=O)Nc2ccccn2)sc2nc3n(c(=O)c12)CCC3	-14	11	-2.2
COc1ccc(CNC(=O)C2CCN(c3nc(-c4ccccc4)nc4c3CCC4)CC2)cc1	20	24	0.9
C[C@H]1NC(=O)[C@@]2(C)[C@@H](c3ccccc3)[C@H]3COc4ccccc4[C@@H]3N2C1=O	-16	4	-1.3
COC(=O)c1ccccc1NC(=O)N1CCN(C/C=C/c2ccccc2)CC1	-20	6	32*
CCOC(=O)CS(=O)(=O)CC(=O)Nc1ccc([N+](=O)[O-])cc1OC	-23	5	-0.6
O=C1CCCN1c1cccc(Br)c1	-18	12	-2.2
CC(C)(C)OC(=O)[C@H](CCCCN)NC(=O)c1nc[nH]c1C(=O)NCCCCCN	-17	13	0.3
O=C(NCCc1ccccc1)C(=Cc1ccc(C(=O)O)cc1)C(=O)NCCc1ccccc1	-19	29	0.6
O=C1CC(C2CCCO2)C(=O)N1c1ccccc1 (stereo not given)	4	22	-0.1
CCc1nn(CC(=O)N2CCCCCC2)c(=O)c2cc3ccccc3n12	-30	0	-1.2
Cc1ccc(Cl)cc1N1CCN(S(=O)(=O)c2ccc3c(c2)NC(=O)C(C)C(=O)N3)CC1 (stereo not given)	-30	6	-0.2
CCCc1nnc(NC(=O)CCC(=O)N2CCN(S(=O)(=O)c3ccc(OC)cc3)CC2)s1	-13	16	-1.2
CC(Oc1ccc(S(=O)(=O)N2CCCC2)cc1[N+](=O)[O-])C(=O)NC1(C#N)CCCCC1 (stereo not given)	-16	6	1.7
CCn1c(COc2ccccc2C)nnc1SCC(=O)CC(=O)Nc1ccccc1	-11	15	0.3
Cc1csc2c(N3CCN(C(=O)Nc4ccc(OC(F)(F)F)cc4)CC3)ncnc12	-2	43	-2.2
C#CCN(CC=C)C(=O)CCc1nnc(COc2ccccc2)o1	-6	15	-1.9
OCCN1CCN(c2ncnc3ccc(Br)cc23)CC1	0	15	.
CC1(C)Cc2ccccc2C(C(=O)c2ccccc2)=N1	-20	-1	-1.6
COCCNC(=O)CN1C(=O)COc2ccc(Cl)cc21	0	2	-0.9
Cc1ccnc(NC(=O)CSc2ccccn2)c1	-5	10	5.2
Other results follow:
SMILES	OX1R antag-1	OX1R antag-2	STK33 kinase inh
O=C(CSc1nnc(-c2ccncc2)n1-c1ccc(F)cc1)NNC(=O)c1cccc(O)c1	2	16	.
FC(F)(F)c1cccc(Nc2nc(N3CCOCC3)nc(N3CCOCC3)n2)c1	-43	16	-1.1
O=C(c1cc2c(F)cccc2s1)N1CCCC1	-3	9	0.0
O=C(Cc1cccs1)NCc1cccs1	2	1	-1.6
Cc1cnn(-c2ccc3nnc(-c4ccc(Cl)cc4)n3n2)c1	-20	14	-0.6
Clc1ccc(-c2nnc(C3CC3)o2)cc1	-13	1	-1.9
CC(C)[C@H](NC(=O)c1ccccc1F)C(=O)NC1CCCCC1	-6	2	-1.2
CCC(Sc1nc(=O)cc(N)n1-c1ccccc1)C(=O)Nc1cc(C)on1 (stereo not given)	-16	-1	-2.1
O=C(c1cccc(F)c1)N1CCN(C(=O)c2cc3ncc(Br)cn3n2)CC1	-12	7	-0.5
Cc1cc(-n2c(=O)c(C#N)cc3c(=O)n4cccc(C)c4nc32)no1	-5	36	-0.1
Clc1ccc(NNc2ccnc3cc(Cl)ccc23)cc1	-14	10	1.6
O=C(CC(Nc1ccc(F)cc1)C(=O)OCC(=O)c1cccs1)c1ccccc1 (stereo not given)	-2	17	-0.1
